High-throughput results from PubChem.
CYP2C9 act: CYP2C9 (human) activation; P11712; recombinant CYP2C9, luciferin-H conversion, luminescence; hits give high values; factor 1 = untreated enzyme, 0 = blocked; activation factor at 5 µM; hit rate 1.4% among 96,000; AID 1024;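 active = activation factor of 2 or more for CYP2C9 at a 5 µM dose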;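 also: 0 = sulfaphenazole-blocked wells and 1 = vehicle-only wells; values of inactives mirror those of a sister screen read the other way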
CYP2C9 inh: human CYP2C9 inhibition; inhibition, % at 5 µM; P11712; AID 777; hit rate 20% among 96,000; CYP2C9 Supersomes, luciferin-H conversion, luminescence;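 active = blocking of liver enzyme CYP2C9 beyond about 50% at 5 µM, limit read from the data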; also: values of inactives mirror those of a sister screen read the other way
PLK1 inh: inhibitors of human PLK1 kinase; P53350; recombinant PLK1 kinase, TR-FRET peptide phosphorylation; inhibition, % at 10 µM; hit rate 0.53% among 97,000; AID 619;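 active = inhibition of 50% or more in the single-concentration screen; inactive = inhibition below 50%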;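 also: 0% = DMSO max control and 100% = H-89 dihydrochloride min control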
CYP2C19 inh: human CYP2C19 inhibition; hit rate 21% among 96,000; AID 778; P33261; CYP2C19 Supersomes, luciferin-H EGE luminescence, 30 min; inhibition, % at 5 µM;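 active = CYP2C19 inhibition above a set limit at 5 µM in the primary screen, cut at about 50% in these data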;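 also: plate controls were negative control wells for no effect and 2.5 mM tranylcypromine positive control for full effect; values of inactives mirror those of a sister screen read the other way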
PLAP activator: human PLAP activation; P05187; purified PLAP enzyme, luminescent substrate read-out; hits give high values; activation fold at 20 µM; hit rate 1.2% among 96,000; in the data active = activation fold above about 2
Target sequence (P05187 whole entry, looked up): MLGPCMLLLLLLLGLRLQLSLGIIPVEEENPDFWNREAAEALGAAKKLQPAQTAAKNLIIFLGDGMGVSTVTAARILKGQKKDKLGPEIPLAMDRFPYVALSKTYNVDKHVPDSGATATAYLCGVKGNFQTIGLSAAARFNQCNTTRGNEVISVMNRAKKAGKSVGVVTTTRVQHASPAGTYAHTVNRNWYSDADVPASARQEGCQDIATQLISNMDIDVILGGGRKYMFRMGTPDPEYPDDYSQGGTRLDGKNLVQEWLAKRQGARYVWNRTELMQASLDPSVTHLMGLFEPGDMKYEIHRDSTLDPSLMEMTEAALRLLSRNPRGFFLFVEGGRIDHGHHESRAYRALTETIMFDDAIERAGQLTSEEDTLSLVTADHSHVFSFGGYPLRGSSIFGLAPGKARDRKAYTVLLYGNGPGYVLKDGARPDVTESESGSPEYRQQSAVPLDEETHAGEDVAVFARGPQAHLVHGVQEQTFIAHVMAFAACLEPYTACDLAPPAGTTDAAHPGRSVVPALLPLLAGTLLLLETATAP
CYP2C19 act: activators of human cytochrome P450 2C19 | recombinant CYP2C19, luciferin-H EGE luminescence; hits give high values; 0 = fully inhibited enzyme, 1 = untreated enzyme | activation factor at 5 µM | 96,000 tested, under 10 active | AID 1025;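 active = activation factor of at least 2 at 5 µM in the primary screen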;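 also: 0 = wells with 2.5 mM tranylcypromine and 1 = vehicle-only wells; values of inactives mirror those of a sister screen read the other way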
EphB4 ephrin blk: antagonists of human EphB4-ephrin-B2 interaction; P54760; EphB4 LBD / TNYL-RAW-Alexa532 peptide, fluorescence polarization; inhibition, % at 7 µM; hit rate 0.15% among 97,000; AID 720;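 active = inhibition above the screen-wide mean inhibition plus 3 SD, cut at about 15% in these data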;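 also: 0% = DMSO wells and 100% = excess unlabeled TNYL-RAW peptide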
HIV Rev-RRE inh: disrupts HIV-1 Rev binding to RRE RNA. Rev peptide-RRE RNA binding, FRET. inhibition, % at 8 µM. hit rate 0.79% among 97,000;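 active = inhibition above the screen-wide mean plus 3 SD, cut at about 35% in these data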;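 also: 0% = median DMSO wells and 100% = median Neomycin B control wells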
Target sequence (P05866 whole entry, looked up): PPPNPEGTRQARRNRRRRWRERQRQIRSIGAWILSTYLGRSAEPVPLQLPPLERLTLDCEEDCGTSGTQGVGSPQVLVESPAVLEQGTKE
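Test system – labelled RRE RNA duplex and labelled Rev peptide · Reagent – labelled Rev peptide · Doses – one concentration, 8 µM nominal · Incubation – 5 + 15 min at 25 °C · Signal – FRET fluorescence readout · Read-out basis – % inhibition of FRET ratio versus controls · Control set – DMSO wells as 0% and neomycin B wells as 100% inhibition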
PLK1 PBD inh: inhibitors of human Plk1 polo box domain binding; inhibition, %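 (tested at about 20 µM)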; AID 693; P53350; hit rate 0.13% among 97,000; Plk1 PBD phosphopeptide binding, fluorescence polarization; in the data active = inhibition above about 34%, passing the limit was not always enough
Numbers without * were called inactive; / = no result given. Compounds were not picked by outcome, and some 29% of all compounds hit somewhere here.

SMILES	CYP2C9 act	CYP2C9 inh	PLK1 inh	CYP2C19 inh	PLAP activator	CYP2C19 act	EphB4 ephrin blk	HIV Rev-RRE inh	PLK1 PBD inh
Cc1cccc(C)c1OCCn1nc(C(=O)O)c2ccccc2c1=O	1	1	-7	28	1	0.7	-9	2	-24
Cc1cccc(CC(=O)Nc2cc(C)c3c(=O)oc4ccccc4c3n2)c1	0.9	11	-46	-2	1.1	1	3	11	13
CCOC(=O)c1cnn(-c2nc(-c3cccc(F)c3)cs2)c1C(F)(F)F	0.3	72*	-14	24	0.9	0.8	-13	13	7
Cc1ccc(C(=O)OCC(=O)Nc2sc3c(c2C#N)CCCCC3)cc1NC(=O)c1ccco1	0.1	92*	-12	60*	1.2	0.4	-10	0	10
O=C1c2ccccc2C(=O)N1CCc1csc(-c2ccc(F)cc2)n1	1	1	-1	100*	1	0	-5	3	26
CC(=O)CC1OC(=O)C(Br)=C1NCc1ccccc1 (stereo unspecified)	0.9	14	-8	39	1	0.6	0	2	-2
O=C(c1ccco1)N1CCCN(C(=O)c2ccco2)CC1	1.2	-19	-14	15	0.8	0.8	2	5	-3
O=C(CCC(=O)c1ccc(F)cc1)Nc1cccnc1	/	/	-9	/	/	/	5	4	-13
Cn1c(=O)c2c(SCC(=O)c3ccccc3)nc(C3CC3)nc2n(C)c1=O	1	5	-28	-19	0.9	1.2	-1	7	1
CS(=O)(=O)N(Cc1ccccc1)c1ccccn1	1	1	-1	15	0.9	0.8	-12	2	29
CS(=O)(=O)N(CC(=O)NCC1CCCO1)Cc1ccc(Cl)cc1 (stereo unspecified)	1	4	-5	78*	1.2	0.2	1	5	8
COc1cccc(-c2nnc3n2N=C(c2cc(OC)ccc2OC)CS3)c1	0.4	57*	21	72*	1	0.3	0	14	-17
CC(Nc1nc2ncn(Cc3ccccc3)c2c(=O)[nH]1)C(=O)O (stereo unspecified)	1.2	-18	-2	-13	1.1	1.1	4	4	-12
C=CCn1cnc2c(c1=O)c1nc3ccccc3nc1n2Cc1ccccc1	1.1	-9	/	0	1.1	1	/	/	/
COC(=O)c1ccc2c(c1O)C(=O)c1ccccc1C2=O	0.6	41	-1	60*	1	0.4	-1	0	-6
COc1ccc(N=c2oc3cc(O)ccc3cc2C(=O)NCC2CCCO2)c(OC)c1 (stereo unspecified)	0.8	23	-10	3	1	1	4	16	7
Cn1c(CSCc2ccc(F)cc2)nnc1SCC(=O)N1CCN(c2ccccc2)CC1	0.9	5	-9	-2	1.3	1	7	5	-9
CCOC(=O)c1ccc(-n2c(C)nc3ccccc3c2=O)cc1	1	-2	-15	30	1.3	0.7	5	2	-25
O=C1c2ccccc2C(=O)N1SC1CCCCC1	0.2	82*	-11	25	0.9	0.8	0	6	-10
Cc1ccc(-c2noc(-c3ccccc3Br)n2)cc1	1.3	-27	-3	-7	0.7	1.1	4	18	-33
Cn1c(=O)c2c(nc(Oc3ccc4ccccc4c3)n2C)n(C)c1=O	0.8	19	-11	22	1.3	0.8	1	6	-12
COc1ccccc1CN1C(=O)[C@@H]2C(CC(N)=O)NC3(C(=O)Nc4c3ccc(Cl)c4C)[C@@H]2C1=O (stereo partly specified)	1	4	1	-2	1.1	1	5	6	28
COc1ccc(S(=O)(=O)N(CC(=O)O)c2ccccn2)cc1	1.2	-15	-12	-14	1.1	1.1	0	7	-14
Cc1nc(SC2CC(=O)N(c3ccc([N+](=O)[O-])cc3)C2=O)nc2c1CCCC2 (stereo unspecified)	0.9	12	-10	21	1.1	0.8	0	9	9
CCOc1ccccc1-c1nc(C(N)=O)c2[nH]c(=O)n(-c3cccc(C)c3)c2n1	0.4	64*	-13	48	1.3	0.5	-4	15	-1
(next part)
SMILES	CYP2C9 act	CYP2C9 inh	PLK1 inh	CYP2C19 inh	PLAP activator	CYP2C19 act	EphB4 ephrin blk	HIV Rev-RRE inh	PLK1 PBD inh
CCOC(=O)C1CCN(C(=O)CN(c2ccc(OC)cc2)S(=O)(=O)c2c(C)nn(C)c2C)CC1	0.5	49	73*	31	1.6	0.7	-8	3	14
CCc1ccc(NC(=O)c2cccnc2)cc1	1.1	-5	-5	-8	0.8	1.1	2	4	6
CN1CCN(CC(=O)N2CCn3c4c(c5cc(C6CCCCC6)ccc53)CCCC42)CC1 (stereo unspecified)	1.2	-23	-3	-8	1.8	1.1	5	12	-16
COCCn1c(SCC(=O)NCCc2ccccc2)nnc1-c1ccco1	0.8	17	-2	12	1.1	0.9	2	-4	12
CCCC(=O)Nc1sc2c(c1C#N)CCCCC2	/	/	-13	/	/	/	4	8	-14
CCOc1ccc(-n2c(SCc3ccc(C(=O)OC)o3)nc3c(c2=O)SCC3)cc1	0.1	87*	/	82*	0.9	0.2	/	/	/
O=C(/C=C/Nc1cccc(F)c1)c1ccco1	0.9	9	-7	20	0.8	0.8	1	2	-18
Cc1cc(C)n(C(=O)c2nn(C)c(C)c2[N+](=O)[O-])n1	/	/	-12	/	/	/	3	5	17
Cc1cc(OCC(=O)Nc2ccc(N3CCN(C(=O)c4ccco4)CC3)cc2)cc(C)c1Cl	0.6	39	-8	-2	1	1	-6	-2	-5
CS(=O)(=O)N(CC(=O)Nc1ccccc1C(=O)NCc1ccco1)c1ccc2c(c1)OCCO2	0.1	91*	-10	37	0.9	0.6	2	-2	7
COc1ccc(CCN(Cc2nc(-c3ccccc3)no2)Cc2nc(-c3ccccc3)no2)cc1OC	0.1	86*	-17	54*	0.9	0.5	6	2	4
CCN1CCN(C(=O)C2c3cc(OC)c(OC)cc3C(=O)N(C)C2c2ccc(SC)cc2)CC1 (stereo unspecified)	/	/	-14	/	/	/	-6	2	1
O=C(OC(C(=O)NCC1CCCO1)c1ccccc1F)c1ccco1 (stereo unspecified)	0.9	6	-8	7	0.8	0.9	3	4	-42
CC(C)NC(=O)c1cc(=O)n(C)c(=O)n1C	0.9	10	-11	14	0.8	0.9	-5	-1	8
Cc1ccc(C2C3=C(CC(C)(C)CC3=O)Nc3[nH]c(=S)[nH]c(=O)c32)cc1 (stereo unspecified)	0.3	70*	/	40	1.6	0.6	/	/	/
O=C(N/C=C\c1ccccc1)NCc1ccc(Cl)cc1Cl	0.8	20	-8	27	0.9	0.7	-1	-2	-2
Cc1ccc(C(=O)NCCCn2ccnc2)cc1[N+](=O)[O-]	0.2	82*	-18	74*	0.9	0.3	6	8	0
CCOC(=O)c1c(NC(=O)CSc2nnc(C)s2)sc2c1CCCCC2	0.4	55*	-9	28	1.1	0.7	2	8	7
O=[N+]([O-])c1ccc(C2CCCC/C2=N/OCc2ccc(F)cc2)c([N+](=O)[O-])c1 (stereo unspecified)	0.7	25	2	34	0.7	0.7	7	13	-7
CCOC(=O)C1CCN(C(=O)N2CCOCC2)CC1	1	-3	-5	14	0.9	0.9	0	1	5
Cc1ccc(C(=O)NCc2ccco2)cc1[N+](=O)[O-]	1.1	-11	-16	21	0.9	0.8	-4	5	29
CSCCC(NS(=O)(=O)c1ccc(Cl)cc1)C(=O)OCC(=O)N(C(C)C)C(C)C (stereo unspecified)	0.7	26	-6	43	1.4	0.6	-2	0	-28
CCN(CC)c1ccc(C=Nc2ccccc2)c(O)c1	/	/	-6	/	/	/	-3	12	-23
Clc1ccc(OCc2nn3c(-c4ccccc4)nnc3s2)c(Cl)c1	0.8	23	-9	3	0.8	1	-3	13	0
O=c1oc2ccccc2c(O)c1CN1CCCCC1	0.1	94*	/	52*	0.9	0.5	/	/	/

Given with the structure last: part of the list above.
CYP2C9 act	CYP2C9 inh	PLK1 inh	CYP2C19 inh	PLAP activator	CYP2C19 act	EphB4 ephrin blk	HIV Rev-RRE inh	PLK1 PBD inh	canonical_smiles
0.2	82*	-18	74*	0.9	0.3	6	8	0	Cc1ccc(C(=O)NCCCn2ccnc2)cc1[N+](=O)[O-]
0.4	55*	-9	28	1.1	0.7	2	8	7	CCOC(=O)c1c(NC(=O)CSc2nnc(C)s2)sc2c1CCCCC2
0.7	25	2	34	0.7	0.7	7	13	-7	O=[N+]([O-])c1ccc(C2CCCC/C2=N/OCc2ccc(F)cc2)c([N+](=O)[O-])c1 (stereo unspecified)

Next entries follow.
SMILES	CYP2C9 act	CYP2C9 inh	PLK1 inh	CYP2C19 inh	PLAP activator	CYP2C19 act	EphB4 ephrin blk	HIV Rev-RRE inh	PLK1 PBD inh
Cc1ccc(-c2nnnn2CS(=O)(=O)c2ccccc2)cc1	1.7	-74	-5	68*	0.9	0.3	-6	2	-6
O=C(CC12CC3CC(CC(C3)C1)C2)Nc1ccc2c(c1)COC2=O	1	0	-10	13	0.9	0.9	2	11	-19
COC(=O)c1c(C)oc2ccc(NS(=O)(=O)c3cccs3)cc12	0.1	92*	-9	97*	1.1	0	1	12	8
COc1ccc(-c2nn(-c3ccccc3)cc2CO)cc1OC	0.9	14	/	36	1.5	0.6	/	/	/
Cc1cc(NS(=O)(=O)c2ccc(NC(=O)c3ccco3)cc2)nc(C)n1	0.9	8	-11	-3	1	1	0	9	-18
Cc1cc(S(=O)(=O)N(Cc2ccc3c(c2)OCO3)CC2CCCO2)ccc1-n1cnnn1 (stereo unspecified)	0.3	69*	-12	95*	1.6	0.1	0	4	12
COC(=O)COc1ccc(S(=O)(=O)Nc2ccc(NC(C)=O)cc2)cc1	0.4	61*	-8	69*	1.1	0.3	1	-4	18
CCC(CC)NC(=O)COC(=O)c1cccc(C)c1O	1.1	-12	-11	16	0.8	0.8	4	3	-28
CCOc1cc(N2CCOCC2)c(OCC)cc1NC(=O)CN1C(=O)NC2(CCc3ccccc32)C1=O (stereo unspecified)	0.6	44	-11	21	1.5	0.8	8	-6	-7
O=C(NC1CCCCCCC1)c1ccccc1O	0.5	50	0	41	0.9	0.6	-1	3	-6
Cc1ccc(NC(=S)NCCN2CCOCC2)cc1C	0.9	12	-6	48	1	0.5	3	1	-26
Cn1cc(S(=O)(=O)Nc2cccc(F)c2)c(=O)n(C)c1=O	0.9	12	-15	20	1	0.8	-7	6	16
O=C(NCC1CCCO1)c1cccc(-n2cnnn2)c1 (stereo unspecified)	1.2	-20	-6	-15	0.8	1.1	-2	6	-13
COC(=O)c1sccc1-n1cccc1C(=O)C(=O)N1CCCC1	1	-4	-8	33	0.9	0.7	-2	8	-16
COc1ccccc1NC(=O)c1sc(NC(=O)c2ccco2)c(C#N)c1C	1.1	-6	-24	-12	1.5	1.1	1	7	-17
COC(=O)n1c(=O)oc2ccccc21	1.1	-8	2	4	0.9	1	2	4	7
O=C1c2oc3ccc(Cl)cc3c(=O)c2C(c2cccnc2)N1Cc1ccco1 (stereo unspecified)	0.9	9	/	-2	1	1	/	/	/
Cc1[nH]c(C)c2c(=O)n(-c3ccccc3)ncc12	1	4	-19	6	0.9	0.9	-4	-1	-4
CC1(C)Cc2ccccc2-c2nnc(-c3cccnc3)n21	0.9	6	-14	-6	1	1.1	0	4	-1
O=C(CN1CCN(S(=O)(=O)c2ccccc2)CC1)NC(=O)NCc1ccccc1	0.4	62*	2	36	1	0.6	1	7	5
CSc1nc2sc3c(c2c2nnnn12)CC(C)(C)OC3	/	/	-8	/	/	/	-1	4	13
CCCN(CCC)Cc1c(C(=O)OCC)nnn1-c1nonc1N	0.8	19	-14	0	0.9	1	-3	2	-18
COC1CCCCC1NS(=O)(=O)c1ccccc1 (stereo unspecified)	0.9	11	-12	56*	0.9	0.4	0	9	5
OC(COCC1COc2ccccc2O1)CN1CCN(c2ccccc2)CC1 (stereo unspecified)	0.9	8	-4	18	1.3	0.8	9	4	-4
COc1ccccc1N(CC(=O)NCCSC(C)(C)C)S(C)(=O)=O	1.1	-9	-1	16	1.1	0.8	-4	-2	-4
